Source: PubChem
PP5 primary = inhibitors of human protein phosphatase 5 (PP5); purified PP5c, OMFP substrate fluorescence; inhibition, % at 6.7 µM; 320,000 tested, 0.18% active; AID 1987;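 active means inhibition above the campaign's mean inhibition across all tested compounds plus 3 SD, cut at about 9.5% in these data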;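 further: 0% = DMSO only and 100% = 100 µM cantharidin control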
Fh CTSL1 inh = counter-screen for PFM18AAP inhibitors: inhibitors of F. hepatica cathepsin L1. recombinant F. hepatica cathepsin L1, Z-Leu-Arg-MCA fluorescence. inhibition, % at 5.96 µM. 300,000 tested, 0.49% active;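 active means inhibition above the mean of all tested compounds plus 3 SD, set per screening campaign, cut at about 17% in these data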;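 further: 0% = plate median of test compound wells and 100% = 1 µM Z-Phe-Ala-diazomethylketone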
Efflux pump inh = inhibitors of Candida antifungal efflux pumps expressed in yeast. inhibition, % at 10 µM. S. cerevisiae Candida pump triplex, Nile Red efflux. AID 485275. 330,000 tested, 0.44% active;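 active means plate passing quality check with inhibition over a set limit, or well fluorescence over plate mean plus 4 SD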;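 further: Nile Red retained in pooled yeast measured as flow cytometry median fluorescence; 0% = buffer negative control and 100% = Enniatin B positive control; higher means more Nile Red kept so more efflux inhibition; some compounds called inactive have numbers as strong as hits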
LYPLA2 counter = LYPLA2 (human) inhibition in PME1 counter-screen | O95372 | recombinant LYPLA2, FP-Rh probe fluorescence polarization | inhibition, % at 5.9 µM | 320,000 tested, 0.38% active;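 active means inhibition above the screen-wide mean plus 3 SD, limit set per campaign, cut at about 26% in these data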;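 further: 0% = LYPLA2 with DMSO and 100% = wells lacking LYPLA2 enzyme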
Target sequence (O95372 whole entry, looked up): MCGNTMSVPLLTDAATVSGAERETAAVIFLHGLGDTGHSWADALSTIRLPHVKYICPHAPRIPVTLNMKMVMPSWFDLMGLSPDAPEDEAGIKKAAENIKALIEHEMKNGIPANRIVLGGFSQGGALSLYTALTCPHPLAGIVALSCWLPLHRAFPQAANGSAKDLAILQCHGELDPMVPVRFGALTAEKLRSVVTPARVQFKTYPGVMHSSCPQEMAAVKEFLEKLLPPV
PREPL inhibitor = human PREPL enzyme inhibition; recombinant PREPL, fluorescence polarization activity-based probe; inhibition, % at 5.96 µM; 320,000 tested, 0.68% active; AID 2751; in the data active means inhibition above about 43%;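 further: 0% = enzyme with DMSO and 100% = wells lacking enzyme; many of its hits are not listed in these tables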
GASC-1 inh = inhibitors of human GASC-1 (JMJD2C) demethylase; 330,000 tested, 0.069% active; inhibition, % at 2.35 µM; AID 2099; GST-JMJD2C(1-420) H3K9me3 demethylation, DELFIA europium;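 active means more than half of a compound's replicate wells show inhibition beyond 50%, single wells judged on their own value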;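 further: signal counts dimethyl H3K9 product captured on neutravidin plate; 0% = median of DMSO wells and 100% = 0.3 times that DMSO median; strong numbers were not always called active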
Target sequence (Q9H3R0 1-420 limits assumed): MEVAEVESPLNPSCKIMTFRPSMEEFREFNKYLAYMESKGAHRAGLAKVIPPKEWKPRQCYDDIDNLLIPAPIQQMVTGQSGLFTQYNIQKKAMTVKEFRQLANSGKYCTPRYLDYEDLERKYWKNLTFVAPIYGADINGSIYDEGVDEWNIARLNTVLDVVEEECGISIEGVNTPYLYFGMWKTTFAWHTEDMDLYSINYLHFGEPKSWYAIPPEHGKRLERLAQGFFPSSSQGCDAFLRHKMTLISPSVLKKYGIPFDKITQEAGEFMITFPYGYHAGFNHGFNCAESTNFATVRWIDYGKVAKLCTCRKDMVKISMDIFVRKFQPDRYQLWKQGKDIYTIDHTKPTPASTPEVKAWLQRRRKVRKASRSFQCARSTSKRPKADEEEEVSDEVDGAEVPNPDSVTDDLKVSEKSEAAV
PP1 counter = counter-screen for PP5 inhibitors: inhibitors of human PP1-alpha | P62136 | purified PP1alpha, OMFP fluorescence | inhibition, % at 6.7 µM | 320,000 tested, 0.9% active | AID 2235;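 active means inhibition above the mean inhibition of all tested compounds plus 3 SD, computed separately for each screening campaign, cut at about 15% in these data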
Target sequence (P62136 whole entry, looked up): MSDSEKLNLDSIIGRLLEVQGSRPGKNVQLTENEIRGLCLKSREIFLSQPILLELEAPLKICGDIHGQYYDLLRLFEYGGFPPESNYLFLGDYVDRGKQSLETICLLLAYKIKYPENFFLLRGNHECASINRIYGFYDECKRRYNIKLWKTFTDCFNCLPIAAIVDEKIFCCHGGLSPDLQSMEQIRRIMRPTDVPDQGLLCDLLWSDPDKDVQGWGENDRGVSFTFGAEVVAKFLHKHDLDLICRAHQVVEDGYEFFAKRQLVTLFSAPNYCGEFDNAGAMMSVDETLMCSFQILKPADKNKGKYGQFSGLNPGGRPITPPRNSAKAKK
TPT1 inh = C. albicans TPT1 enzyme inhibition | AID 1962 | inhibition, % at 5 µM | 300,000 tested, 0.81% active | recombinant caTPT1, FP RNA substrate dephosphorylation;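 active means inhibition above the mean of all tested compounds plus 3 SD, set per screening campaign, cut at about 24% in these data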;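 further: plate controls were DMSO alone for no effect and ferristatin control at 100 nM for full effect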
HCV core dimer = HCV core protein dimerization inhibition. 300,000 tested, 0.33% active. inhibition, % at 5 µM. AID 1899. TR-FRET GST/Flag-core106 dimerization, 1536-well;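 active means inhibition above the mean of all tested compounds plus 3 SD, set per screening campaign, cut at about 45% in these data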
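System: GST-tagged and Flag-tagged HCV core protein residues 1-106 / Input: core106 proteins, GST 13.5 nM and Flag 17 nM / Buffer or medium: KF-containing HEPES buffer, pH 7.45, DTT, CHAPS, BSA / Probe or stimulus: Eu-anti-GST and XL665-anti-Flag labelled anti-tag antibodies / Schedule: 4 h, 22.5 °C incubation / Technique: TR-FRET 671 and 617 nm emission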
The depositor's hits bear a star; . = no result given. The list is partial, so the mix of outcomes need not match the whole.

#1 COc1ccc(C(=O)N2CCN(C(C)=O)CC2)cc1S(=O)(=O)N1CCOCC1
#2 COc1ccc(CNC(=O)C2CCCN(S(=O)(=O)c3cc(C)ccc3OC)C2)cc1 (stereo not given)
#3 COc1cc(/C=N/N2CCCCC2)cc([N+](=O)[O-])c1O
#4 O=C(O)CCNc1ccc(NCCC(=O)O)c2c1C(=O)c1ccccc1C2=O
#5 O=C(NN1CCN(Cc2ccccc2Cl)CC1)c1ccc(Br)cc1
#6 CC(C)(C)c1ccc(C(=O)Nc2ccc(N3CCOCC3)cc2)cc1
#7 Cc1cnc(C(=O)Nc2nnc(C(C)C)s2)cn1
#8 O=C(COc1ccccc1O)c1cccs1

screen / no.	1	2	3	4	5	6	7	8
PP5 primary	0.3	1.6	0.8	5.1	0.2	-1.0	1.1	0.4
Fh CTSL1 inh	2	-7	2	5	2	1	3	6
Efflux pump inh	-0.1	-0.2	0.1	0.0	0.1	0.0	-0.2	0.0
LYPLA2 counter	-6	6	4	24	5	-6	1	1
PREPL inhibitor	7	-3	1	22	-3	4	11	12
GASC-1 inh	19	6	8	9	22	9	1	10
PP1 counter	-2	1	-3	6	-4	-2	1	-5
TPT1 inh	-4	-1	-1	-35	-1	-1	-7	2
HCV core dimer	-4	-3	-13	-126	0	-3	-4	-75

#9 COc1ccc(CN2C(=O)c3cccnc3C2=O)cc1S(=O)(=O)NCc1ccc(C)cc1
#10 CC(C)(C)C1CCc2c(C(=O)N/N=C/c3cccs3)csc2C1 (stereo not given)
#11 CN(Cc1ccccc1)C(=O)c1ccc(NC(=O)c2ccccc2)cc1
#12 NC(=O)C1CCN(CC(=O)NCc2ccccc2)CC1
#13 COc1ccc(S(=O)(=O)N2CCC3(CC2)OCCO3)cc1
#14 Cc1ccc(NC(=O)COC(=O)CCC(=O)c2cccs2)cc1C
#15 Cc1nc(C)c(N)c(=O)[nH]1
#16 COc1ccc(/[N+]([O-])=C/c2ccco2)cc1

screen / no.	9	10	11	12	13	14	15	16
PP5 primary	-1.9	2.5	0.5	2.0	1.3	-1.5	2.6	-1.9
Fh CTSL1 inh	0	1	2	2	0	-58	-2	.
Efflux pump inh	0.1	0.6	0.2	0.0	-0.1	-0.1	0.0	0.1
LYPLA2 counter	3	-16	1	9	0	5	-8	-3
PREPL inhibitor	2	0	-7	7	22	-31	-3	5
GASC-1 inh	-2	-8	-8	-5	2	1	4	.
PP1 counter	-1	3	1	1	-6	3	-4	2
TPT1 inh	0	-5	-3	-1	-5	0	-4	.
HCV core dimer	-2	16	12	-13	-4	5	1	.

#17 Cc1cc(C)nc(NS(=O)(=O)c2ccc(NC(=O)CCCN3C(=O)c4ccccc4C3=O)cc2)n1
#18 CCN(CC)c1ccc(/C=N/NC(=S)NCc2ccc(OC)cc2)cc1
#19 O=C(c1ccc(F)cc1)N1CCC2(CC1)NCCc1[nH]cnc12
#20 C#CCn1c(=NC(=O)c2ccccc2[N+](=O)[O-])sc2cc(S(C)(=O)=O)ccc21
#21 COc1cccc(NC(=O)CN(C)C(=O)c2cc3ccccc3cc2OC)c1
#22 Cc1nn2cc(-c3cccc(Cl)c3)cnc2c1Br
#23 COc1ccccc1/C=C1\NC(=S)N(CC2CCCO2)C1=O (stereo not given)
#24 Cc1nc2ncnn2c(C)c1CCC(=O)N1CCc2ccccc21

screen / no.	17	18	19	20	21	22	23	24
PP5 primary	2.2	5.3	1.8	1.3	2.7	0.3	5.2	-1.2
Fh CTSL1 inh	1	-3	-1	3	.	0	3	1
Efflux pump inh	-0.1	0.1	-0.1	0.1	-0.3	-0.3	0.1	-0.2
LYPLA2 counter	3	4	1	-17	-2	1	-2	1
PREPL inhibitor	-3	26	10	-7	0	11	4	2
GASC-1 inh	3	-11	4	-2	7	4	-2	-23
PP1 counter	-7	-1	-3	-3	-2	0	1	-2
TPT1 inh	1	0	-5	5	.	-2	-1	0
HCV core dimer	2	8	-18	5	.	-2	-7	-1

#25 COc1ccc(NC(=O)COC(=O)C2CCC2)cc1Cl
#26 CCOC(=O)c1[nH]c2ccccc2c1NC(=O)NC(C)C
#27 COCc1ccc(C(=O)N(C)C2CCCN(Cc3ccccc3F)C2)o1 (stereo not given)
#28 COc1ccc(-n2nc(C(=O)NCC(=O)Nc3cccc(C)n3)c3ccccc3c2=O)cc1
#29 Nc1ccc(Oc2ccc(Br)cc2)cc1
#30 CCOc1cc(C2C(C#N)=C(N)OC(C)=C2C(C)=O)c(Br)c(Br)c1OC(C)C (stereo not given)
#31 COc1ccc2ncn(-c3ccccc3)c2c1
#32 CC(C)c1csc(CN2CCC(CCC(=O)NCC3CCCO3)CC2)n1 (stereo not given)

screen / no.	25	26	27	28	29	30	31	32
PP5 primary	2.6	-2.2	4.2	1.4	4.0	5.0	-0.3	2.3
Fh CTSL1 inh	-3	-4	3	-2	-2	-1	7	-1
Efflux pump inh	-0.8	0.1	0.4	0.0	0.0	0.1	-0.1	0.2
LYPLA2 counter	8	6	-8	5	2	4	1	-1
PREPL inhibitor	-9	-4	12	-4	11	6	3	-1
GASC-1 inh	2	-4	-41	5	1	0	3	6
PP1 counter	-1	-8	-6	3	-1	4	-3	3
TPT1 inh	-2	-2	-3	-4	1	1	-2	4
HCV core dimer	2	1	11	6	-3	2	-3	1

#33 CCc1ccc(N(C(=O)CCC(=O)Nc2cc(C)on2)C(C(=O)NC(C)(C)C)c2ccc(OC)cc2)cc1 (stereo not given)
#34 O=C(N/N=C/c1cc(Br)c(O)c(Br)c1O)c1cccnc1
#35 CN1C(=O)CC(C(=O)O)SC1=Nc1cccc(C(F)(F)F)c1 (stereo not given)
#36 CC(=O)N[C@@H]1c2c(ccc3ccccc23)OC[C@@H]1COC(C)=O
#37 COc1cc(NC(=O)Nn2cnnc2)cc(OC)c1OC
#38 COc1ccccc1/C=C/C=C1\Oc2c(ccc(O)c2CN2CCN(CCO)CC2)C1=O
#39 CC(=O)Nc1ccc(S(=O)(=O)N(C)CC(=O)NCCC2=CCCCC2)cc1
#40 COc1ccc(C(=O)CSc2nc3c(c(=O)n(C)c(=O)n3C)n2C)cc1

screen / no.	33	34	35	36	37	38	39	40
PP5 primary	2.1	2.6	4.0	3.4	2.2	-0.5	-4.7	1.6
Fh CTSL1 inh	2	-3	-1	-2	0	6	-4	6
Efflux pump inh	0.1	0.4	-0.1	0.3	0.0	-0.2	0.2	-0.1
LYPLA2 counter	-1	-3	1	-1	1	-2	-6	-3
PREPL inhibitor	3	9	1	-6	8	10	2	15
GASC-1 inh	-5	18	2	-11	1	2	-17	-12
PP1 counter	5	-1	0	-2	3	-3	-12	1
TPT1 inh	-5	1	-3	-2	-1	39*	1	0
HCV core dimer	14	-5	2	-4	-7	-24	-3	-8

#41 CC(C)Cc1nc(C#N)c(N2CCC(C(N)=O)CC2)o1
#42 S=C(NCc1ccco1)N1CCN(c2nc(-c3ccccc3)cs2)CC1
#43 CCOC(=O)c1n[nH]c(=O)c2ccccc12
#44 CC1CCCCN1C(=S)Nc1ccc(OC(F)F)cc1 (stereo not given)
#45 CN(CC(=O)Nc1cccc(F)c1)CC(=O)Nc1cccc([N+](=O)[O-])c1
#46 COC(=O)c1cc(F)c(-n2cncn2)c(F)c1
#47 O=C(Nc1ccc(F)cc1)Nc1nnc(-c2ccccc2)o1
#48 COc1cc(/C=N/NC(=O)c2cc(-c3ccccc3)nc3ccccc23)cc(OC)c1O

screen / no.	41	42	43	44	45	46	47	48
PP5 primary	1.5	5.4	0.0	1.9	6.0	3.1	2.7	2.8
Fh CTSL1 inh	0	-3	-3	-3	1	-1	-5	1
Efflux pump inh	0.2	0.0	0.1	0.3	0.1	0.1	0.0	-0.1
LYPLA2 counter	5	5	2	-4	-2	1	1	4
PREPL inhibitor	-1	-10	-6	10	-20	-1	11	8
GASC-1 inh	5	2	10	.	12	-8	8	0
PP1 counter	-3	-1	-7	-2	-7	2	-4	0
TPT1 inh	4	0	-6	-2	0	0	-3	1
HCV core dimer	-8	-2	-1	-4	0	-2	-4	-8

#49 COc1cccc(C2NC(=O)CCC2[N+](=O)[O-])c1OC (stereo not given)
#50 COc1ccc2ccc(O)c(CN(C)CC(=O)Nc3ccccc3C(F)(F)F)c2c1
#51 CN(C)CCOc1ccc2ccccc2c1
#52 Cc1c(C(=O)O)sc2[nH]c(=O)n(Cc3ccccc3)c(=O)c12
#53 Cc1ccc(Oc2cnc3ccccc3n2)cc1
#54 CCOC(=O)[C@@H]1[C@H]2COc3cc(OC)ccc3[C@H]2N2C(=O)N(c3ccc(C)cc3)C(=O)[C@@]12C
#55 COc1ccc(-c2csc(N(CC3CCCO3)C(=O)c3ccc(C)cc3)n2)cc1 (stereo not given)
#56 Cc1cc(C)n2nc(C(=O)N(C)C(c3ccccc3)c3ccccc3)nc2n1

screen / no.	49	50	51	52	53	54	55	56
PP5 primary	1.5	1.5	0.3	-0.1	1.1	2.9	2.0	2.1
Fh CTSL1 inh	1	2	2	2	-4	-1	1	-4
Efflux pump inh	0.0	0.2	0.2	0.4	0.1	0.0	-0.1	0.2
LYPLA2 counter	2	-5	4	-7	2	3	-5	2
PREPL inhibitor	10	1	-5	11	6	-48	9	35
GASC-1 inh	3	-8	3	-29	18	4	-12	-2
PP1 counter	-12	-2	2	-1	-4	4	-3	-4
TPT1 inh	2	1	-3	0	1	-3	-1	-7
HCV core dimer	-21	0	-12	1	-7	11	-1	10

2 records drawn at random from those above:
#24 Cc1nc2ncnn2c(C)c1CCC(=O)N1CCc2ccccc21
#1 COc1ccc(C(=O)N2CCN(C(C)=O)CC2)cc1S(=O)(=O)N1CCOCC1

screen / no.	24	1
PP5 primary	-1.2	0.3
Fh CTSL1 inh	1	2
Efflux pump inh	-0.2	-0.1
LYPLA2 counter	1	-6
PREPL inhibitor	2	7
GASC-1 inh	-23	19
PP1 counter	-2	-2
TPT1 inh	0	-4
HCV core dimer	-1	-4

Additional records follow:
#57 C#CCNC(=O)c1ccc(OCc2ccccc2)cc1Cl
#58 CCCn1c(SCC(=O)NC23CC4CC(CC(C4)C2)C3)n[nH]c1=O
#59 COc1ccc(S(=O)(=O)Nc2ccccc2C(F)(F)F)cc1
#60 CCN(CC)CCOc1nnc(-c2ccc(OC)cc2)c2ccccc12
#61 COCCn1c(SCC(=O)/C=C2\N(C)c3ccccc3C2(C)C)nnc1-c1ccncc1
#62 c1ccc(C2Nc3ccccc3C3OCCCC23)cc1 (stereo not given)
#63 COc1ccc(-c2ccc(C#N)c(OC(=O)c3c(Cl)cccc3Cl)n2)cc1
#64 CCOC(=O)C1(CCOC)CCN(C(=O)c2sccc2C)CC1
#65 O=C(/C=N/NC(=O)c1ccc(Cl)cc1Cl)c1ccccc1

screen / no.	57	58	59	60	61	62	63	64	65
PP5 primary	-2.1	0.2	0.9	1.2	-0.5	2.7	2.5	0.5	3.0
Fh CTSL1 inh	3	0	-2	-9	3	5	2	12	0
Efflux pump inh	-0.1	0.0	-0.1	-0.1	0.1	-0.2	0.0	0.0	0.0
LYPLA2 counter	4	-1	2	-3	-2	11	-6	2	4
PREPL inhibitor	-7	5	11	-8	18	23	-8	-2	9
GASC-1 inh	-16	-2	-181	0	9	19	8	2	-9
PP1 counter	6	0	-1	3	-3	2	-2	-10	-1
TPT1 inh	-6	-1	-3	-3	3	-4	-10	0	2
HCV core dimer	-1	-2	-3	3	2	-5	8	-3	3
